Source: PubChem (several laboratories)
bIAP activator = bovine intestinal alkaline phosphatase activators, primary screen, biochemical, bovine IAP, CDP-star luminescence | alkaline phosphatase, intestinal [Bos taurus] | purified bovine IAP, 30 min; active compounds read high; fold of DMSO-control signal, blank-subtracted | activation factor at 20 µM | hit rate 0.17% among 200,000;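 active = activation factor of 2 or more at 20 µM, a signal rise over negative controls twice the positive control's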
Diaph act CS = compounds boosting diaphorase resazurin reduction – biochemical, uHTS, resorufin fluorescence, counter-screen for diaphorase-coupled primary assays, primary screen | Diaphorase/resazurin coupled assay, 16 min; active compounds read high; 1 = vehicle wells, 0 = NADH-free wells | hit rate 0.005% among 190,000 | activation factor at 20 µM;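 active = diaphorase activity raised at least twofold by the compound at 20 µM; inactive = activation factor below 2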
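Material: bacterial diaphorase enzyme (C. kluyveri); amount: enzyme 0.07 U/mL final; reagent: NADH substrate 0.114 mM plus resazurin dye 0.1 mM, final; doses: single compound dose of 20 µM, 1% DMSO final; timing: 16 min enzyme reaction, ambient temperature; measured by: fluorescence of resorufin, 544 nm excitation, 590 nm emission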
bIAP inh = bovine intestinal alkaline phosphatase inhibitors, primary screen, selectivity assay for TNAP inhibitor project, biochemical, bovine IAP, CDP-star luminescence; alkaline phosphatase, intestinal [Bos taurus]; purified bovine IAP, 30 min; inhibition, % at 20 µM; 190,000 tested, under 10 active; AID 1019, 2008;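 active = over 50% inhibition of intestinal alkaline phosphatase at 20 µM in the single-dose screen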
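System: purified bovine intestinal alkaline phosphatase (IAP) enzyme; Input: IAP diluted 1/65,000,000 in the well; Measured by: CDP-star luminescence signal; Compound dosing: 20 µM single dose; Incubation: 30 min reaction at room temperature.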
Lmaj promast = Leishmania major promastigote growth inhibition, primary screen | inhibition, % at 10 µM | hit rate 9% among 200,000 | Leishmania major promastigotes, resazurin fluorescence viability; in the data active = inhibition above about 50%;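 note: promastigotes grown with compound for 44 hours at 28 °C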
PMI act = activators of human PMI, primary screen, biochemical, fluorescence intensity, near-Km mannose 6-phosphate | Mannose-6-phosphate isomerase (Homo sapiens), P34949 | purified human PMI, coupled resazurin fluorescence, 20 min; active compounds read high; 1 = vehicle control, 0 substrate-free wells | activation factor at 20 µM | hit rate 0.005% among 190,000 | AID 1214, 2008;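 active = activation factor of 2 or more at 20 µM, relative to plate controls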
Target sequence (P34949 whole entry, looked up): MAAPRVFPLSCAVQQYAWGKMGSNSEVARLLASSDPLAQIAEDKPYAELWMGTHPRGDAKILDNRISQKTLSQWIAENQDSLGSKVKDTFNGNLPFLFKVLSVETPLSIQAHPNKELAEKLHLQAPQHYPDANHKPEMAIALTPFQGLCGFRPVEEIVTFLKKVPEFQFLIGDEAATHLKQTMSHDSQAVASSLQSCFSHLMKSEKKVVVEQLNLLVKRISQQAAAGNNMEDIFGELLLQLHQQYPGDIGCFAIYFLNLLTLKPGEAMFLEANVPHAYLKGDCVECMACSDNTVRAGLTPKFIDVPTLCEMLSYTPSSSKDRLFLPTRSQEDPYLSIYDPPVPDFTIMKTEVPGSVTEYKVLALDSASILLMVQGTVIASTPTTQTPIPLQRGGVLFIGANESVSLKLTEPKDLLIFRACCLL
TNAP inh hiacc = human TNAP enzyme inhibitors, primary screen, biochemical, luminescent, high phosphate acceptor level, uHTS. hit rate 0.03% among 200,000. inhibition, % at 20 µM. purified TNAP, CDP-star luminescence, 1 M DEA. Alkaline phosphatase, tissue-nonspecific isozyme (Homo sapiens), P05186. AID 1135, 2008;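 active = over 50% inhibition of tissue-nonspecific alkaline phosphatase at 20 µM in the single-dose screen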;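 note: plate controls were DMSO wells for no effect and EDTA-quenched wells as full inhibition for full effect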
Target sequence (P05186 whole entry, looked up): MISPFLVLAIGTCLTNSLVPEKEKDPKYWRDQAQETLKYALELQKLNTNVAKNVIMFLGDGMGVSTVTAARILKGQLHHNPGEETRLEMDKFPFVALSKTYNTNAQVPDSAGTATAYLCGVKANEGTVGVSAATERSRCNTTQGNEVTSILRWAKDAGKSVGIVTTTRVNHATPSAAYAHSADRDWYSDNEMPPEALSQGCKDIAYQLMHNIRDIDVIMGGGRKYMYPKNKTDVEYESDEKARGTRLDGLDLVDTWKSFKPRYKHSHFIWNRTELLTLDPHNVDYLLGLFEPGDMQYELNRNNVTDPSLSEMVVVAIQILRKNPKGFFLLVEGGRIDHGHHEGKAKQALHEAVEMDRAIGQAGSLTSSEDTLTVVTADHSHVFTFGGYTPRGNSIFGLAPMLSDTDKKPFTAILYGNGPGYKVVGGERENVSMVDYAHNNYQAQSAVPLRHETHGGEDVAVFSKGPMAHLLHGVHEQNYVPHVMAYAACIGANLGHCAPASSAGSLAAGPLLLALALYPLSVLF
Diaphorase inh = diaphorase inhibitors and chemical oxidizers, primary screen, counter-screen for diaphorase-coupled primary assays, biochemical, uHTS, resorufin fluorescence; hit rate 0.69% among 190,000; inhibition, % at 20 µM; diaphorase resazurin-to-resorufin fluorescence, NADH, 16 min; bacterial (C. kluyveri) enzyme, not human;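 active = primary screen inhibition at 20 µM above a set limit, cut at about 50% in these data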;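 note: plate controls were DMSO with full reaction for no effect and wells lacking NADH for full effect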
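Test system: bacterial diaphorase enzyme (C. kluyveri); Quantity: 0.14 U/mL diaphorase, enzyme working solution; Times: reaction incubation of 16 min at room temperature; Measured by: fluorescence of resorufin formed from resazurin, Ex 544/Em 590 nm; Benchmarks: positive control minus NADH, DMSO neutral control.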
TNAP act hi DEA = TNAP activators at high phosphate acceptor level, primary screen, biochemical, luminescence, uHTS; activation factor at 20 µM; 200,000 tested, under 10 active; Alkaline phosphatase, tissue-nonspecific isozyme (Homo sapiens), P05186; purified TNAP, CDP-star luminescence, 1 M DEA, 30 min; active compounds read high; 0 = EDTA background, 1 = DMSO-only activity;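 active = activation factor at least 2 at 20 µM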
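Test system – human TNAP · Doses – 20 µM single point · Incubation – 30 min, room temperature · Signal – luminescent substrate turnover signal · Read-out basis – activation factor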
PMI act hi M6P = human PMI activators, high substrate, primary screen, biochemical, fluorescence intensity, near-saturating mannose 6-phosphate. Mannose-6-phosphate isomerase (Homo sapiens), P34949. coupled PMI enzyme assay, resazurin fluorescence, 20 min; active compounds read high; 1 = untreated enzyme, 0 = substrate-free blank. activation factor at 20 µM. hit rate 0.34% among 190,000;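 active = activation factor of 2 or more at 20 µM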
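Test system – human PMI in coupled enzyme assay · Timing – 20 min incubation at room temperature · Detection – Diaphorase-driven resazurin-to-resorufin fluorescence, excitation 544, emission 590 nm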
TNAP inh no acc = human TNAP enzyme inhibitors, primary screen, biochemical, luminescent, no phosphate acceptor, uHTS | AID 1012, 2008 | inhibition, % at 20 µM | hit rate 0.26% among 200,000 | purified TNAP, CDP-star luminescence, 30 min;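 active = tissue-nonspecific alkaline phosphatase inhibition above about 50% at 20 µM in the single-dose screen, limit read from the data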;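 note: 0% = DMSO negative control and 100% = EDTA positive control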
* hit, by the source's call; · = no result given. No enrichment for hits, and some 10% of all compounds hit somewhere here.

SMILES | bIAP activator | Diaph act CS | bIAP inh | Lmaj promast | PMI act | TNAP inh hiacc | Diaphorase inh | TNAP act hi DEA | PMI act hi M6P | TNAP inh no acc
O=C(Nc1ccc2c(c1)C(=O)N(c1ccccc1)C2=O)C1CCCO1 (configuration not stated) | 0.8 | 0.9 | 22 | -6 | 1.1 | -2 | 9 | 1 | 1 | -10
Cc1ccc(-c2nc(NCc3ccco3)n(C(=O)c3ccco3)n2)cc1 | 1 | 0.9 | -3 | -3 | 1.1 | -4 | 13 | 1 | 1 | -6
CCOC(=O)c1cc(C(=O)c2cccs2)n2ccc(C(C)=O)cc12 | 0.9 | 0.8 | 8 | 0 | 1 | -3 | 23 | 1 | 1 | -8
COc1cccc(CN2CCSCC2)c1 | 0.9 | 0.8 | 7 | 14 | 0.9 | -3 | 18 | 1 | 1 | -8
CCCCNC(=O)CCn1c(=O)c2ccccc2n(CC(=O)N2CC(C)CC(C)C2)c1=O (configuration not stated) | 1.1 | 0.8 | -8 | -3 | 0.6 | -6 | 23 | 1.1 | 0.8 | -11
COCCn1c(SCC(=O)N2CC(=O)Nc3ccccc32)nnc1-c1ccoc1C | 1.1 | 0.9 | -9 | -5 | 1 | -3 | 12 | 1 | 0.9 | -9
CCOC(=O)c1c(NC(=O)CCN2CCOCC2)sc(C)c1-c1ccccc1 | 0.9 | 0.7 | 10 | 52* | 0.8 | -9 | 28 | 1.1 | 1 | -9
Cc1ccc(C)n1NC(=O)c1cccs1 | 0.9 | 0.9 | 10 | -10 | 0.9 | 3 | 7 | 1 | 0.9 | -6
Clc1ccc(-c2nnc(CNC3CC3)o2)cc1 | 0.6 | 0.9 | 36 | -8 | 0.8 | 4 | 9 | 1 | 0.9 | -6
Cc1ccccc1NS(=O)(=O)c1ccc(NC(=O)c2ccco2)cc1 | 0.9 | 0.8 | 9 | 10 | 0.8 | -4 | 18 | 1 | 1 | -10
O=C(CN1CCC(C(=O)c2ccc(F)cc2)CC1)Nc1ccc(F)cc1 | 1 | 1 | -4 | 6 | 1 | -3 | -1 | 1 | 0.9 | -4
O=C(CSCc1nc2ccccc2[nH]1)Nc1ccc2ccccc2c1 | 1 | 0.9 | -3 | 13 | 0.9 | -4 | 8 | 1 | 1 | -17
O=C(COc1ccccc1)Nc1ccc(Cl)c(-c2nc3ncccc3o2)c1 | 0.9 | 1 | 6 | -5 | 1 | 1 | 1 | 1 | 0.9 | -3
COc1ccc(C2=Nc3cc(C)ccc3OC2)cc1 | 0.9 | 0.8 | 12 | 4 | 0.8 | -4 | 16 | 1 | 0.8 | -6
O=C(CN1C2=NCCCN2c2ccccc21)c1ccc2c(c1)OCO2 | 0.8 | 0.9 | 16 | 28 | 1 | -5 | 15 | 1.1 | 1 | -3
CN(C1CCS(=O)(=O)C1)S(=O)(=O)c1ccc(C2CCCCC2)cc1 (configuration not stated) | 0.9 | 0.8 | 7 | -4 | 0.9 | -5 | 19 | 1.1 | 0.8 | -12
CN1CCN(C(=O)/C(=C\c2ccc3c(c2)OCO3)NC(=O)c2cccs2)CC1 | 1 | 0.9 | -4 | -9 | 1.1 | -4 | 7 | 1 | 1 | -10
CC(c1ccccc1)N1CCn2c(nc3cc(NC(=O)c4cccs4)ccc32)C1 (configuration not stated) | 1.1 | 0.8 | -14 | 99* | 1.3 | -1 | 19 | 1 | 1.8 | 0
CCc1ccc(/C=N/NC(=O)c2c[nH]c3ccccc23)s1 | 0.9 | 0.9 | 10 | 10 | 0.9 | -7 | 15 | 1.1 | 1 | -5
CCCCc1c(C)nn(-c2nnc3c4ccccc4n(CC)c3n2)c1C | 1 | 1 | -2 | 37 | 1 | -2 | -5 | 1 | 1 | -3
CS(=O)(=O)N(CC(=O)O)c1cccc(Cl)c1 | 0.9 | 0.9 | 9 | -7 | 0.9 | -5 | 13 | 1 | 0.9 | -6
Cc1ccc(-c2nnc(-c3cccc(NC(=O)c4cccs4)c3)o2)cc1 | 1 | 0.9 | 2 | 9 | 1.1 | -5 | 8 | 1 | 1 | -9
COc1cc(C(=O)OCc2ccc([N+](=O)[O-])cc2)cc(OC)c1OC | 1 | 0.9 | -4 | -9 | 1.6 | -1 | 10 | 1 | 2* | -11
COc1ccc(CN(Cc2cc3ccc(C)cc3[nH]c2=O)Cc2nnnn2C2CCCC2)cc1 | 1.1 | 0.6 | -9 | · | 1 | -2 | 42 | 1 | 0.8 | -1
CC(C)CCOc1ccc(NC(=O)C2OC3OC(C)(C)OC3C3OC(C)(C)OC23)cc1 (configuration not stated) | 1.1 | 0.9 | -8 | -2 | 0.9 | -1 | 12 | 1 | 0.9 | -4

Continuation:
SMILES | bIAP activator | Diaph act CS | bIAP inh | Lmaj promast | PMI act | TNAP inh hiacc | Diaphorase inh | TNAP act hi DEA | PMI act hi M6P | TNAP inh no acc
O=C(Cn1ccc([N+](=O)[O-])n1)NCc1nc2ccccc2[nH]1 | 1 | 0.9 | 0 | 6 | 1.2 | -6 | 7 | 1.1 | 1.1 | -12
CCOC(=O)C(C(=O)NCC1CCCO1)C1CCCCC1 (configuration not stated) | 0.9 | 0.9 | 6 | 2 | 1 | -5 | 10 | 1.1 | 1.1 | -12
O=C(Nc1ccc(O)c2c(=O)cc(-c3ccccc3Cl)oc12)c1ccccc1Cl | 1 | 0.8 | 0 | 45 | 0.9 | 1 | 19 | 1 | 0.9 | -2
Clc1nssc1=Nc1ccc(Br)cc1 | 1.1 | 0.8 | -14 | -10 | 0.2 | -1 | 21 | 1 | 0.3 | -17
NNC(=O)c1cc2cc3ccccc3nc2s1 | 1 | 0.9 | -4 | 36 | 1.5 | -3 | 10 | 1 | 1.6 | -6
O=C(c1cccc(F)c1)N1CCN(C2CCCCC2)CC1 | 0.9 | 0.9 | 12 | -3 | 1.1 | 1 | 5 | 1 | 1.1 | -22
Cc1ncc(CO)c(/C=N/NC(=O)c2ccccc2Br)c1O | 0.8 | 0.8 | 22 | -3 | 1 | -2 | 24 | 1 | 1.1 | -46
O=C(NCc1ccco1)/C(=C\c1cccs1)NC(=O)c1ccco1 | 1.1 | 0.9 | -7 | -1 | 1 | 2 | 8 | 1 | 1 | 5
COc1ccc(CN2CCN(C(=O)c3ccc4nc(N5CCOCC5)sc4c3)CC2)c(OC)c1OC | 1 | 0.9 | 1 | 6 | 1 | -6 | 14 | 1.1 | 1 | -14
COc1cc(C2C(C#N)=C(N)Oc3c2oc(CO)cc3=O)ccc1OC(C)C (configuration not stated) | 0.9 | 0.8 | 8 | 1 | 0.9 | 4 | 25 | 1 | 0.7 | -12
COC(=O)CN(C(=S)Nc1ccc(F)cc1)C1CC(=O)N(c2ccccc2)C1=O (configuration not stated) | 1 | 0.9 | 4 | -6 | 1 | -2 | 14 | 1 | 1 | -17
CSCC[C@H](NC(=O)c1ccc(Cl)c([N+](=O)[O-])c1)c1nc2ccccc2[nH]1 | 1 | 0.8 | 2 | 28 | 0.9 | 0 | 17 | 1 | 0.9 | 5
COc1ccc(NC(=O)Nc2ccc(F)c(F)c2)c(OC)c1 | 0.9 | 0.8 | 8 | 3 | 0.9 | -4 | 21 | 1 | 1 | -10
CCN(C(=O)c1ccc(Cl)c([N+](=O)[O-])c1)c1ccccc1 | 1 | 1.1 | -2 | 1 | 1 | -4 | -13 | 1 | 1 | -4
O=C(Nc1ccccc1N1CCOCC1)c1ccc(Cl)nc1 | 1 | 1 | -3 | -5 | 1.2 | -5 | -4 | 1 | 1.1 | -15
CCCCn1c2ccc(F)cc2c2nnc(NN)nc21 | 0.2 | 0.9 | · | 37 | 1.3 | 2 | 13 | 1 | 0.9 | 19
Cc1ncsc1C(=O)O | 1.1 | 0.9 | -6 | -8 | 0.9 | -5 | 5 | 1.1 | 0.9 | -9
O=C(NCc1ccco1)C1CC(=O)N(CCc2ccccc2)C1 (configuration not stated) | 1 | 0.9 | -2 | 2 | 0.9 | -3 | 10 | 1 | 0.9 | -16
COc1ccc(/C=C/C(=O)NCc2cn(C)nc2C)cc1COc1ccc(Cl)cc1Br | 1.1 | 1 | -5 | 0 | 1 | -1 | 4 | 1 | 1 | -9
Cc1cc(/C=N/NC(=O)C(=O)NCc2ccccn2)c(C)n1-c1cccc(Br)c1 | 1.8 | 1 | -84 | 11 | 0.9 | -6 | 0 | 1.1 | 1 | -86

Shown with tabs: eight of the compounds above.
SMILES	bIAP activator	Diaph act CS	bIAP inh	Lmaj promast	PMI act	TNAP inh hiacc	Diaphorase inh	TNAP act hi DEA	PMI act hi M6P	TNAP inh no acc
O=C(Nc1ccc(O)c2c(=O)cc(-c3ccccc3Cl)oc12)c1ccccc1Cl	1	0.8	0	45	0.9	1	19	1	0.9	-2
Clc1nssc1=Nc1ccc(Br)cc1	1.1	0.8	-14	-10	0.2	-1	21	1	0.3	-17
NNC(=O)c1cc2cc3ccccc3nc2s1	1	0.9	-4	36	1.5	-3	10	1	1.6	-6
O=C(c1cccc(F)c1)N1CCN(C2CCCCC2)CC1	0.9	0.9	12	-3	1.1	1	5	1	1.1	-22
Cc1ncc(CO)c(/C=N/NC(=O)c2ccccc2Br)c1O	0.8	0.8	22	-3	1	-2	24	1	1.1	-46
O=C(NCc1ccco1)/C(=C\c1cccs1)NC(=O)c1ccco1	1.1	0.9	-7	-1	1	2	8	1	1	5
COc1ccc(CN2CCN(C(=O)c3ccc4nc(N5CCOCC5)sc4c3)CC2)c(OC)c1OC	1	0.9	1	6	1	-6	14	1.1	1	-14
COc1cc(C2C(C#N)=C(N)Oc3c2oc(CO)cc3=O)ccc1OC(C)C (configuration not stated)	0.9	0.8	8	1	0.9	4	25	1	0.7	-12
